uPA generation = qHTS for Inhibitors of Cell Surface uPA Generation | cell surface uPA generation assay, qHTS | Potency, µM (top dose mostly 38.3 µM), without a hit: top-dose activity change, negative = inhibition, hits mostly inhibitors | hit rate 0.31% among 330,000; active means well fitted inhibition curve with a large enough effect; inconclusive means small, poorly fitted or top-dose-only effect; inactive means no such curve, though single readings can be large or run the other way; tested in mouse RAW 264.7 cells; further: potency means the concentration at half of the fitted maximal effect; on the % scale 0 is the no-effect control and ±100 the full control effect; nearly all actives have a fitted effect of over 55% in size
Tb PFK inh = qHTS Assay to Find Inhibitors of T. brucei phosphofructokinase; hit rate 0.17% among 330,000; AID 485367, 2010; Potency, µM (highest dose often 57.5 µM), inactives show at the top dose activity, negative = inhibition, hits mostly inhibitors; ATP-dependent 6-phosphofructokinase (Trypanosoma brucei brucei), O15648; T. brucei PFK, ADP-Glo luminescence;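 further: potency means the concentration at half of the fitted maximal effect; 0% = uninhibited 1x PFK enzyme wells and -100% = no-enzyme wells; nearly all actives have a fitted effect of over 60% in size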
Target sequence (O15648 whole entry, looked up): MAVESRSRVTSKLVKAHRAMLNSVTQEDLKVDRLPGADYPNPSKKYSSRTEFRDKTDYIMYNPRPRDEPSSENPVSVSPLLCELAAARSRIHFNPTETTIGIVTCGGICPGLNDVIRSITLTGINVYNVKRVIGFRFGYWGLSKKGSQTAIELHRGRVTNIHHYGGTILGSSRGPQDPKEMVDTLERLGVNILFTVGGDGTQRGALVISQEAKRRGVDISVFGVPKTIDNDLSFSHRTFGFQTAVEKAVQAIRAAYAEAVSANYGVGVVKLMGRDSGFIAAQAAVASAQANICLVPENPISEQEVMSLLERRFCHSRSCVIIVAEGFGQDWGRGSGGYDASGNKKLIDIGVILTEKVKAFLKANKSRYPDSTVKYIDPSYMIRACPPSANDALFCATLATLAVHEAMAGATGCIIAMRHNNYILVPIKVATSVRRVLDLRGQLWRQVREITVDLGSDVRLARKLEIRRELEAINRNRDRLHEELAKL
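Activity is normalized to no-enzyme wells (full inhibition) and 1.25 nM enzyme wells (no inhibition). Reaction: 0.5 mM F6P, 0.1 mM ATP, 45 min RT, ADP-Glo luminescence; concentration-response curves fitted and classed by quality.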
TSG101-PTAP inh = qHTS Assay for Iinhibitors of HIV-1 Budding by Blocking the Interaction of PTAP/TSG101; Tumor susceptibility gene 101 protein (Homo sapiens), Q99816; Fluorescence polarization, FITC-PTAP peptide / Tsg101 binding; Potency, µM (series often up to 115 µM), for inactives: top-dose activity change, negative = inhibition, hits mostly inhibitors; 340,000 tested, under 10 active; active means well fitted inhibition curve with a large enough effect in the main read-out, with a control signal flat, not every such curve was filed as active; inconclusive means small, poorly fitted or top-dose-only effect, or effect the other way, or a change in a side signal; inactive means no such curve, though single readings can be large or run the other way; further: potency means the concentration at half of the fitted maximal effect; % of control where 0% means no effect
Target sequence (Q99816 whole entry, looked up): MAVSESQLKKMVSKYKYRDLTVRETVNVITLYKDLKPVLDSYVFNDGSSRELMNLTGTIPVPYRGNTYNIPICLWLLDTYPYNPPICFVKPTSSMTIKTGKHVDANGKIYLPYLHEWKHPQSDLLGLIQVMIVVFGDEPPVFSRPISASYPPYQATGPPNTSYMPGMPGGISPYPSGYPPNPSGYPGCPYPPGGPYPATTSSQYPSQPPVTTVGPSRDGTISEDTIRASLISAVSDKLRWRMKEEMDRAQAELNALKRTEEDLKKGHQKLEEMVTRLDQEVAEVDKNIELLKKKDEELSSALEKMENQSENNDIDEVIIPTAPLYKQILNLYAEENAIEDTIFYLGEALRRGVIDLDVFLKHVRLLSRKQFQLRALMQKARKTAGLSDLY
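Steps: Tsg101 binding domain dispensed (10 uM final), compounds pinned in DMSO, FITC-labeled PTAP-motif peptide added (50 nM final); after 20 min binding at room temperature, polarization measured.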
TCR act = Activators of T cell receptors: qHTS campaign; primary human leukocytes, anti-CD3, IL-2 HTRF, 48 h; Potency, µM (top dose mostly 9.22 µM), for inactives: top-dose activation of IL-2 secretion, usual class: activators; 330,000 tested, under 10 active; AID 504894, 2011; further: % of control where 0% means no effect
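Primary human leukocytes incubated 48 hr with anti-CD3 beads plus compound, without co-stimulation. Secreted IL-2 measured by HTRF (europium cryptate/d2 anti-IL-2 pair, 320 nm excitation, 665 nm emission).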
B2AR arrestin = qHTS assay of beta-arrestin-biased ligands of beta2-adrenergic receptor; Beta-2 adrenergic receptor (Homo sapiens), P07550; beta-arrestin recruitment to beta2AR, cell-based reporter; Potency, µM (series often up to 46.1 µM), for the others: top-dose activation, hits mostly activators; hit rate 0.02% among 330,000; AID 492947, 2010;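 further: potency means the concentration at half of the fitted maximal effect; 0% = DMSO controls and full agonism = EC100 isoproterenol or metaproterenol; nearly all actives have a fitted effect of over 65% in size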
ELG1 repair inh = qHTS screen for small molecules that inhibit ELG1-dependent DNA repair in human embryonic kidney (HEK293T) cells expressing luciferase-tagged ELG1 | HEK293T ELG1-luciferase reporter, luminescence, 16 h; DNA damage induced by 5-fluorouridine | AID 504467, 2011 | hit rate 2.3% among 330,000 | Potency, µM (top dose mostly 46.1 µM), without a hit: at the highest dose activity change, negative = inhibition, most hits filed as inhibitors; further: potency means the concentration at half of the fitted maximal effect; on the % scale 0 is the no-effect control and ±100 the full control effect; nearly all actives have a fitted effect of over 55% in size
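HEK293T cells expressing luciferase-tagged ELG1 (2,000/well) received 5-Fluorouridine plus compound or DMSO for 16 hr at 37 °C. Luciferase was read by ONE-Glo luminescence after 30 min at room temperature.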
BCR signal inh = qHTS Assay to Find Inhibitors of Chronic Active B-Cell Receptor Signaling. hit rate 0.05% among 340,000. Potency, µM (highest dose often 46.1 µM), inactives show at the highest dose ratio change, negative = lower green/red ratio, usual class: inhibitors. ABC-DLBCL IkBa-CBG/CBR reporter, luminescence ratio, 4 h; active means well fitted inhibition curve with a large enough effect in the signal ratio, with a control signal flat, not every such curve was filed as active; inconclusive means small, poorly fitted or top-dose-only effect, or effect the other way, or a change in a side signal; the % refers to the signal ratio;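 further: potency means the concentration at half of the fitted maximal effect; plate controls were basal doxycycline-induced cells for no effect and cells given 10 µM MG132 for full effect; MG132 reads +100%, hits lower the ratio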
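Doxycycline induced both beetle luciferases in TMD8 lymphoma cells; IKK-driven degradation limits the IkappaBalpha-fused green signal, while red luminescence normalises for cell number and nonspecific effects. Compounds tested up to 46 uM, 4 hrs.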
USP2a inh = qHTS Assay for Inhibitors of Ubiquitin-specific Protease USP2a Using CHOP2 as the Reporter | Ubiquitin carboxyl-terminal hydrolase 2 (Homo sapiens), O75604 | USP2 core, Ub-CHOP2 coupled fluorogenic reporter, 485/531 | hit rate 0.01% among 330,000 | Potency, µM (top dose mostly 38.3 µM), for the others: top-dose activity change, negative = inhibition, usual class: inhibitors | AID 463254, 2010;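 further: potency means the concentration at half of the fitted maximal effect; plate controls were DMSO wells for no effect and full inhibition by NEM control for full effect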
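Cell-free coupled assay: 10nM USP2 core preincubated 30min RT with compound in Tris-HCl pH 8.0/CaCl2/CHAPS buffer, then 25nM Ub-CHOP2 and 25nM reporter substrate; fluorescence (Ex 485/Em 531) read after 60min RT, normalized to NEM inhibition, concentration-response curves fitted.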
Eya2 phos inh = qHTS Assay for Inhibitors of the Phosphatase Activity of Eya2 | Protein phosphatase EYA2 (Homo sapiens), O00167 | recombinant Eya2, OMFP fluorescence dephosphorylation (OMFP is methylfluorescein phosphate) | Potency, µM (doses to about 76.9 µM), without a hit: at the top dose activity, negative = inhibition, most hits filed as inhibitors | hit rate 0.006% among 330,000 | AID 488837, 2010; further: potency means the concentration at half of the fitted maximal effect; on the % scale 0 is the no-effect control and ±100 the full control effect
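Eya2 protein (added as 0.2 uM solution) was preincubated with compound for 10 min at ambient temperature in 50 mM HEPES pH 7.5, 50 mM NaCl, 5 uM MgCl2, 0.05% BSA, 1 mM DTT. OMFP (added at 50 uM) then reacted 10 min; fluorescence read at 485/525 nm.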
Mito fusion yeast = qHTS Assay for Small Molecule Inhibitors of Mitochondrial Division or Activators of Mitochondrial Fusion; Potency, µM (highest dose often 46.1 µM), without a hit: at the top dose growth rescue (activation), usual class: activators; hit rate 0.23% among 320,000; S. cerevisiae fusion-defective mutant growth rescue, CellTiterGlo 48 h; AID 485298, 2010;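 further: potency means the concentration at half of the fitted maximal effect; % of control where 0% means no effect; nearly all actives have a fitted effect of over 45% in size; temperature-sensitive fusion mutants such as fzo1-1 at 37 °C on non-fermentable ethanol glycerol medium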
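Yeast fusion mutant, YPEG (non-fermentable carbon), compound, 48 h at 37C non-permissive; CellTiterGlo added, 10 min RT, luminescence read. Rescued growth = division inhibition.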
TSHR antagonist = Antagonists of the Thyroid Stimulating Hormone Receptor: HTS campaign; hit rate 0.2% among 330,000; Thyrotropin receptor (Homo sapiens), P16473; activity change, negative = inhibition, % at 11.5 µM; TSHR-expressing cells, TSH-stimulated cAMP HTRF, 2 h; hits give low values;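 active means activity change below a set negative limit, meaning inhibition stronger than a set level, cut at about -70% in these data; inconclusive means activity change between two set negative limits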; further: on the % scale 0 is the no-effect control and ±100 the full control effect
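Cell-based HTRF cAMP assay; TSHR cells + compound, TSH EC80 (4nM final), 2 h, 37 deg C. Lysis with anti-cAMP cryptate and cAMP-d2, 30 min RT, read 665/620 nm.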
* hit, by the source's call; ? = inconclusive; / = not tested or not shown; [ ] = dose if it differs, or a comment. Unless noted, the call rests on the fitted dose curve; in most records, active means well fitted curve in the direction sought with a large enough effect; inconclusive means small, poorly fitted or top-dose-only effect, or another doubt; inactive means no such curve, though single readings can be large; an effect the other way counts as inactive or inconclusive.

SMILES,USP2a inh,Tb PFK inh,BCR signal inh,Mito fusion yeast,Eya2 phos inh,ELG1 repair inh,TCR act,B2AR arrestin,TSG101-PTAP inh,TSHR antagonist,uPA generation
O=C(O)c1cccc2c1C(=O)N(Cc1ccncc1)C2,3%,1%,-3%,-1%,-3%,1%,3%,0.0%,-1%,12,6%
Cc1csc(NC(=O)c2c(O)c3cccc4c3n(c2=O)CCC4)n1,-3%,1%,-4%,5%,-3%,13%,/,0.0%,/,7,/
Oc1ccc2c(c1)C1CCCC1(N1CCOCC1)O2 (configuration not stated),0%,-17%,?,-1%,7%,10%,-4%,-1.3%,-3%,0,1%
COc1ccc(C2CC(=O)c3cnc(N)nc3C2)c(OC)c1 (configuration not stated),1%,4%,0%,0%,4%,10%,-5%,-1.1%,-1%,-18,-3%
O=C(O)CNC(=O)c1ccc(NC(=O)/C(=C/c2cccc([N+](=O)[O-])c2)NC(=O)c2ccco2)cc1,-1%,9%,-1%,0%,4%,8%,-1%,0.0%,/,-6,-3%
Cc1cc(C)cc(-c2nnc(SCC(=O)c3c(N)n(C4CC4)c(=O)[nH]c3=O)o2)c1,2%,0%,9%,1%,23%,16%,-1%,-0.1%,-12%,2,3%
Cc1c(C)n(Cc2ccccc2)c2ncnc(NCCCO)c12,5%,7%,0%,9%,-3%,11%,-6%,0.1%,-2%,2,-1%
O=C(NC(=S)Nc1ccc(NC(=O)c2ccccc2)cc1)c1ccc(F)cc1,1%,3%,-4%,-1%,6%,0%,-1%,0.0%,-2%,-2,4%
CNC(=O)C1CC(=O)N(Cc2ccc(OC)c(OC)c2)C(=Nc2ccc(OC)cc2)S1 (configuration not stated),0%,4%,-27%,-2%,4%,-4%,0%,2.3%,-4%,10,-4%
Cn1c(CSc2ccccc2)c(C#N)c2ccccc21,-5%,-3%,4%,7%,3%,?,15%,-0.7%,-4%,-5,/
COc1ccc(CCNc2nc3c(c(=O)n(C)c(=O)n3C)n2C)cc1OC,1%,-20%,?,1%,2%,-15%,-1%,-0.2%,-3%,0,/
COc1ccc(-c2nc(SCc3ccc(C#N)cc3)[nH]c(=O)c2C#N)cc1,0%,0%,13%,13%,-7%,5%,11%,3.8%,-15%,-7,12%
O=C(Nc1ccno1)Nc1ccc(Cl)cc1Cl,10%,-23%,4%,9%,23%,-9%,-60%,0.2%,0%,-6,2%
O=C(CSc1nnc(NC(=O)C2CC(=O)N(c3ccc(F)cc3)C2)s1)NCC1CCCO1 (configuration not stated),0%,1%,0%,2%,0%,10%,3%,-2.2%,-2%,3,9%
CCNC(=S)N(Cc1cc2cc(C)c(C)cc2[nH]c1=O)C1CCCC1,3%,13%,14%,-5%,6%,11%,1%,0.2%,-5%,3,-4%
CCOc1ccc(N2C(=O)CC(NC3CCN(C(=O)c4cccs4)CC3)C2=O)cc1 (configuration not stated),0%,9%,2%,-3%,-12%,11%,1%,-1.7%,-5%,-7,-2%

3 entries from above, as labelled records.
COc1ccc(CCNc2nc3c(c(=O)n(C)c(=O)n3C)n2C)cc1OC
  USP2a inh = 1%; Tb PFK inh = -20%; BCR signal inh = ?; Mito fusion yeast = 1%; Eya2 phos inh = 2%; ELG1 repair inh = -15%; TCR act = -1%; B2AR arrestin = -0.2%; TSG101-PTAP inh = -3%; TSHR antagonist = 0; uPA generation = /
COc1ccc(-c2nc(SCc3ccc(C#N)cc3)[nH]c(=O)c2C#N)cc1
  USP2a inh = 0%; Tb PFK inh = 0%; BCR signal inh = 13%; Mito fusion yeast = 13%; Eya2 phos inh = -7%; ELG1 repair inh = 5%; TCR act = 11%; B2AR arrestin = 3.8%; TSG101-PTAP inh = -15%; TSHR antagonist = -7; uPA generation = 12%
O=C(Nc1ccno1)Nc1ccc(Cl)cc1Cl
  USP2a inh = 10%; Tb PFK inh = -23%; BCR signal inh = 4%; Mito fusion yeast = 9%; Eya2 phos inh = 23%; ELG1 repair inh = -9%; TCR act = -60%; B2AR arrestin = 0.2%; TSG101-PTAP inh = 0%; TSHR antagonist = -6; uPA generation = 2%

(more compounds)
SMILES,USP2a inh,Tb PFK inh,BCR signal inh,Mito fusion yeast,Eya2 phos inh,ELG1 repair inh,TCR act,B2AR arrestin,TSG101-PTAP inh,TSHR antagonist,uPA generation
O=C(CSc1nnc(C2CC2)n1-c1ccccc1)NCCN1C(=O)CSC1=O,2%,-3%,10%,-1%,2%,5%,-2%,0.3%,0%,9,2%
CCOC(=O)c1c(CN(C)C)n(-c2ccccc2)c2cc(Br)c(OC)cc12,-2%,5%,-1%,-16%,-8%,0%,-1%[46.1 µM],-0.5%,0%,0,1%
Cc1ccc(N2CCN(C(=O)c3cc(C(=O)c4ccccc4C)c[nH]3)CC2)c(C)c1,2%,0%,-3%,6%,1%,?,2%,-0.1%,-4%,0,-29%
CCOc1ccc2cc(C3CC(c4ccco4)=NN3S(=O)(=O)c3ccccc3)c(Cl)nc2c1 (configuration not stated),-1%,0%,4%,3%,5%,-18%,-7%[46.1 µM],-0.5%,0%,2,13%
Cc1ccc(S(=O)(=O)N2CCN(CC(O)CN3CCOCC3)CC2)cc1 (configuration not stated),2%,-2%,-2%,2%,-6%,3%,-1%,0.0%,-4%,-13,-18%
CC(C)CSc1n[nH]c(=S)s1,9%,12%,5%,2%,6%,-18%,2%,-0.4%,0%,-9,2%
CCc1ccccc1-n1c(SCC(=O)N2CCCC2)nnc1-c1ccccn1,1%,-1%,-2%,-1%,-3%,12%,-1%,-0.2%,-6%,1,1%
Cc1cc(C)n(C(=O)c2cccc(S(=O)(=O)N3CCCCC3)c2)n1,0%,-6%,3%,0%,5%,0%,6%,-1.0%,-6%,8,-8%
COc1ccc(CC(=O)NNS(=O)(=O)c2ccccc2[N+](=O)[O-])cc1OC,0%,-3%,-15%,16%,0%,-3%,0%,-0.2%,0%,0,32%[activator]
Cc1ccc(NC(=O)c2cccnc2)c([N+](=O)[O-])c1,-1%,-6%,0%,1%,-12%,-17%,-2%,0.5%,-6%,1,3.5µM*
Cc1cc(C)cc(C(=O)NCC(=O)OCC(=O)Nc2cccnc2Cl)c1,0%,-1%,?,-7%,-7%,12%,-1%,0.0%,-1%,-24,-2%
CN(C)c1nc(N)nc(Cn2nnc(-c3ccc(C(F)(F)F)cc3)n2)n1,5%,-5%,1%,1%,-3%,7%,6%,0.2%,-1%,6,-1%
CCCNC(=O)CS(=O)Cc1nc(-c2ccccc2C)oc1C (configuration not stated),?,2%,?,1%,3%,2%,7%,-0.3%,0%,1,4%
COc1ccc(C)cc1NC(=O)CNC(=O)[C@@H]1Cc2ccccc2CN1,2%,0%,-9%,-12%,5%,11%,-3%,-0.6%,-4%,9,-4%
N#Cc1c(N)c2ccccn2c1C(=O)c1ccc(Br)cc1,-2%,6%,-2%,28%,-10%,?,1%,-0.1%,-7%,2,-4%
CN(C)CCCCOc1cccc(Br)c1,1%,-13%,1%,-2%,10%,-3%,5%[46.1 µM],-0.4%,-2%,18,0%
